Source: PubChem BioAssay
PL synth Enamine: animal cell phospholipid biosynthesis inhibition, Enamine screen. ZR-82 CHO cells, pyrene fatty acid UV survival, CellTiter Blue; peroxisome-deficient CHO-K1 mutant line; plus DGAT-1, DGAT-2 and ACAT inhibitors. calls only at 10 µM. 20,000 tested, 0.4% active. AID 1347385;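 active = cell survival signal 2 SD away from solvent-only control wells, confirmed on one or two retests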;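 also: 3 h compound exposure then viability read about one day after UV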
Calls only; i = inactive. Not all compounds are listed; the hit share may differ from the screen's.

SMILES	PL synth Enamine
Fc1ccc(Cn2nnc(-c3ccc(Br)cc3)n2)cc1	i
Cc1cc(C)n(-c2n[nH]c(=S)n2/N=C/c2ccc(Br)cc2)n1	i
NC(=O)C1CCN(C(=O)CC23CC4CC(CC(Br)(C4)C2)C3)CC1	i
O=S(=O)(c1cccs1)N1CCN(c2ncnc3sc4c(c23)CCC4)CC1	i
O=S(=O)(c1ccc2c(c1)N(C1CCCCC1)C1CCCN21)N1CCOCC1 (stereo not given)	i
NC(=O)C1CCN(S(=O)(=O)c2cccs2)CC1	i
c1ccc(-c2cn3c(nc4ccccc43)c(-c3ccccc3)n2)cc1	i
CCCCn1cnc2c1c(=O)n(CC(=O)NC(=O)NCC)c(=O)n2CC(C)C	i
C#CC[N+]1(C)C(C)CCCC1C (stereo not given)	i
CP(C)(=Nc1ccc([N+](=O)[O-])cc1)C12CC3CC(CC(C3)C1)C2	i
Nc1nc(Sc2ccc([N+](=O)[O-])cc2)nc2sc3c(c12)CCCC3	i
O=C1CSC2=NCN(c3ccc(Cl)c(Cl)c3)CN12	i
OC(Cn1nnc2ccccc21)Cn1c2ccccc2c2ccccc21 (stereo not given)	i
Cc1cc(=O)c2nncn2[nH]1	i
COc1ccc(-c2nnc(SCc3cc4c(cc3Br)OCO4)o2)c(OC)c1	i
O=C(O)c1cc(-c2cccnc2)nc2ccccc12	i
O=S(=O)(c1ccc(Br)cc1)N1CCC2(CC1)OCCO2	i
O=C1CCCCC1Sc1nc2cc(Cl)ccc2s1 (stereo not given)	i
OC(CN1CCOCC1)Cn1c2ccccc2c2ccccc21 (stereo not given)	i
COc1ccc(Cc2nnc3n2N=C(c2ccc(C)c(C)c2)C(C)S3)cc1OC (stereo not given)	i

Quoted at random: four entries already listed, in no set order.
SMILES	PL synth Enamine
COc1ccc(-c2nnc(SCc3cc4c(cc3Br)OCO4)o2)c(OC)c1	i
CCCCn1cnc2c1c(=O)n(CC(=O)NC(=O)NCC)c(=O)n2CC(C)C	i
c1ccc(-c2cn3c(nc4ccccc43)c(-c3ccccc3)n2)cc1	i
CP(C)(=Nc1ccc([N+](=O)[O-])cc1)C12CC3CC(CC(C3)C1)C2	i

Following part.
SMILES	PL synth Enamine
Clc1ccc(OCc2cn3cccnc3n2)c2ncccc12	i
COc1cc(NS(=O)(=O)c2cccs2)cc(OC)c1	i
COc1nc2sccn2c1/C=N/N1CC(=O)NC1=O	i
COc1cc(OC)c(OC)cc1/C=C1\N=C(c2cc(OC)c(OC)c(OC)c2)OC1=O	i
CC(=O)c1c(C)[nH]c(C(=O)OCC(=O)c2cc(C)n(Cc3ccco3)c2C)c1C	i
COc1cc(/C=C/C(=O)c2ccc(I)cc2)cc(OC)c1OC	i
Cc1nc(SC(C)C(=O)c2c(N)n(C)c(=O)n(C)c2=O)c2c(C)c(C)sc2n1 (stereo not given)	i
CCCCCN(C(=O)NC(=O)NC(C)C1CC2CCC1C2)S(C)(=O)=O (stereo not given)	i
NS(=O)(=O)c1ccc(CCN=Cc2ccc(Br)cc2)cc1	i
O=S(=O)(c1ccc(F)cc1)N1CCN(CCO)CC1	i
Cc1cc(C(=O)COc2ncnc3sc4c(c23)CCC4)c(C)n1-c1nccs1	i
CCOc1ccc2c(c1)C(=C1SC(C(=O)OC)=C(C(=O)OC)S1)C(=S)C(C)(C)N2	i
COc1ccccc1OS(=O)(=O)CCS(=O)(=O)c1ccc(Cl)cc1	i
Cn1ccsc1=NC(=O)CC12CC3CC(CC(Br)(C3)C1)C2	i
O=C(c1ccc(Br)o1)n1cc(C(F)(F)F)ccc1=O	i
COc1ccc2nc(/C=C/c3ccc(Cl)c(Cl)c3)cc(Cl)c2c1	i
CCN(CC)CCn1c(N)nc2ccccc21	i
O=C(N/N=C1/C(=O)c2cccc3cccc1c23)NC1CCCCC1	i
O=[N+]([O-])c1ccc(/C=N/n2cnn(Cc3ccccc3Cl)c2=S)o1	i
NC(N)=NCc1ccc(Cl)cc1Cl	i
FC(F)(F)c1cccc(/C=N/n2cc(-c3ccccc3)[nH]c2=S)c1	i
Cc1cc(-n2c(C)cc(C(=O)CSc3nnc(Cc4cccs4)n3C3CC3)c2C)no1	i
Oc1ccc(/C=N/n2c(-c3ccco3)csc2=Nc2ccc(F)cc2F)c(O)c1	i
CCc1ccc(-c2noc(CSc3nnnn3C)n2)cc1	i
Cc1cc(C(=O)OCC(=O)C(C)(C)C)c(C)o1	i
O=C(CSc1nnc(-c2cccs2)o1)N1CCOCC1	i
CCCCn1c(N)c(N(Cc2ccco2)C(=O)C2CCCC2)c(=O)[nH]c1=O	i
CN1CCN(NS(=O)(=O)c2ccc(Cl)cc2)CC1	i
O=C1N/C(=N/N=C/c2ccc3ncccc3c2)SC1Cc1ccc(SC(F)F)cc1 (stereo not given)	i
O=C(Nc1ccc(F)cc1)Nc1ccc(OC(F)(F)C(F)F)c(NC(=O)Nc2ccc(F)cc2)c1	i
O=S1(=O)N=C(Nc2cc(C(F)(F)F)ccc2Cl)c2ccccc21	i
CC(=O)NC12CC3CC(C1)CC(C(=O)OCc1cc(=O)n4cc(C)ccc4n1)(C3)C2	i
COc1cc(S(=O)(=O)N2CCCC2)ccc1Br	i
S=C(NNc1ccnc2cc(Cl)ccc12)NC1CCCCC1	i
CCCC(=O)Nc1sc2c(c1C(N)=O)CCC2	i
CSCCSc1nnnn1-c1ccc(O)cc1	i
CC1CCCCC1NC(=O)CSc1nncs1 (stereo not given)	i
CN=c1scc(-c2ccc(Cl)cc2)n1/N=C/c1cc(OC)c(O)c(OC)c1	i
Cc1oc2nc[nH]c(=O)c2c1C(=O)OC(C)C(=O)NC1CCCC1 (stereo not given)	i
O=C(CSc1ncnc2sccc12)NNC(=O)c1cccs1	i
O=C1NC2(CCCCC2)C(=O)N1CN1CCCC1c1ccc2c(c1)OCCCO2 (stereo not given)	i
C=C1C(C(=O)NCC2CCCO2)C1C(=O)NCC1CCCO1 (stereo not given)	i
Cc1ccc(-c2csc(N/N=C3\CC4CCC3(C)C4(C)C)n2)cc1 (stereo not given)	i
CN1C(=S)Cc2cc(Br)ccc21	i
Brc1ccc2c(c1)OCCOCCOCCO2	i
COC(=O)c1c(C)[nH]c(C(=O)C(C)OC(=O)C2CCC2)c1C (stereo not given)	i
O=C(CC12CC3CC(CC(C3)C1)C2)N1N=CCC1(O)C(F)(F)F (stereo not given)	i
COc1ccc(Br)cc1C(N)=S	i
CC1CN(c2cc3c(cc2[N+](=O)[O-])OCCO3)CC(C)O1 (stereo not given)	i
O=C(N=C1N=C2C=CC(Br)=CN2Cc2ccccc21)c1ccc(Br)o1	i

Next compounds
SMILES	PL synth Enamine
Cn1c(SCc2cc(F)cc3c2OC(c2ccccc2)OC3)nnc1C(F)(F)F (stereo not given)	i
O=C1OC(c2ccc(Cl)cc2)=N/C1=C\c1ccc2c(c1)OCO2	i
O=C1c2ccccc2C(=O)N1CSc1nc2ccccc2nc1SCN1C(=O)c2ccccc2C1=O	i
C[N+](C)(Cc1cc(=O)n2c(-c3ccccc3)csc2n1)Cc1cc(=O)n2c(-c3ccccc3)csc2n1	i
O=C(CN1C(=O)NC2(CCCCC2)C1=O)NCCC1=CCCCC1	i
COCCCn1c(=S)[nH]c2sc3c(c2c1=O)CCC3	i
COc1cc2c(cc1OC)CN(C(=S)NCCCN1CCOCC1)CC2	i
O=C(O)CC1(C(F)(F)F)OCCO1	i
O=c1cc(CSc2nn(-c3ccc(Cl)cc3)c(=S)s2)nc2sccn12	i
NC(=S)c1ccc(Br)cc1	i
O=[N+]([O-])c1ccc2c(c1)S(=O)(=O)N=C1CCCCCN12	i
O=C(O)C1CSC2c3ccccc3C(=O)N12 (stereo not given)	i
O=[N+]([O-])c1cc(S(=O)(=O)C(F)(F)F)ccc1Sc1nc2ccccc2[nH]1	i
Cc1cc(C=C2Sc3ccc4ccccc4c3N2C)cc(C)[n+]1CCCO	i
c1ccc2nc(SCc3nc4ccccc4o3)ccc2c1	i
CC(C)CN(CNC(=O)N(CC(C)C)CC(C)C)CC(C)C	i
FC(F)(F)C(Sc1ccccc1)=C(Sc1ccccc1)Sc1ccccc1	i
FC(F)(F)c1ccccc1/C=N/n1cn[nH]c1=S	i
COCCCn1c(=S)[nH]c2sc3c(c2c1=O)CCCC3	i
Clc1ccc(-n2nnnc2SCc2nc3ccccc3o2)cc1	i

Filtered by structure, the entries above containing an aryl methoxy group.
SMILES	PL synth Enamine
COc1ccc(-c2nnc(SCc3cc4c(cc3Br)OCO4)o2)c(OC)c1	i
COc1ccc(Cc2nnc3n2N=C(c2ccc(C)c(C)c2)C(C)S3)cc1OC (stereo not given)	i
COc1cc(NS(=O)(=O)c2cccs2)cc(OC)c1	i
COc1nc2sccn2c1/C=N/N1CC(=O)NC1=O	i
COc1cc(OC)c(OC)cc1/C=C1\N=C(c2cc(OC)c(OC)c(OC)c2)OC1=O	i
COc1cc(/C=C/C(=O)c2ccc(I)cc2)cc(OC)c1OC	i
COc1ccccc1OS(=O)(=O)CCS(=O)(=O)c1ccc(Cl)cc1	i
COc1ccc2nc(/C=C/c3ccc(Cl)c(Cl)c3)cc(Cl)c2c1	i
COc1cc(S(=O)(=O)N2CCCC2)ccc1Br	i
CN=c1scc(-c2ccc(Cl)cc2)n1/N=C/c1cc(OC)c(O)c(OC)c1	i
COc1ccc(Br)cc1C(N)=S	i
COc1cc2c(cc1OC)CN(C(=S)NCCCN1CCOCC1)CC2	i

Later entries:
SMILES	PL synth Enamine
Cc1nnc(SCc2nc(-c3ccsc3)no2)n1C1CC1	i
CSc1ccc(/C=C2\N=C(c3ccccc3)OC2=O)cc1	i
Cc1nnc(SC(C)C(=O)NC(N)=O)n1C1CCCCC1 (stereo not given)	i
Cn1c2c(c(=O)n(C)c1=O)C(c1ccc(F)cc1F)C1=C(N2)c2ccccc2C1=O (stereo not given)	i
CCCCOC1(c2ccccc2)NC(=S)NN=C1c1ccccc1 (stereo not given)	i
Cn1c(N)c(C(=O)CSc2nnc3c(n2)[nH]c2ccccc23)c(=O)n(C)c1=O	i
O=C(/C=C/C1=NC2C=CC=CC2N1)c1c(-c2ccccc2)c2cc(Cl)ccc2[nH]c1=O (stereo not given)	i
CCCCSCC(=O)NC12CC3CC(CC(C3)C1)C2	i
c1ccc(-n2cnnc2SCc2nc3ccccc3o2)cc1	i
FC(F)(F)c1cnc(Sc2nc(CSc3ccc(Cl)cc3)nc3sc4c(c23)CCC4)c(Cl)c1	i
c1ccc(Nc2nncs2)cc1	i
Cc1n[nH]c(C)c1NC(=O)Cn1cc(S(=O)(=O)N2CCCC2)ccc1=O	i
N=C1CCCN1c1c(Cl)cccc1Cl	i
CC(C)CNCC1CN(CC(C)C)CCO1 (stereo not given)	i
Clc1cc2c(c(CSc3nnc(-c4ccccc4)o3)c1)OCOC2	i
CCN1C(=O)C(=O)N(CC(=O)N2N=C3/C(=C/c4ccco4)CCCC3C2c2ccco2)C1=O (stereo not given)	i
O=c1cc(CSc2nnc(C3CC3)n2C2CC2)nc2sccn12	i
COc1ccc(OC)c(-c2csc(=Nc3ccc(F)cc3F)n2/N=C/c2cc3c(cc2[N+](=O)[O-])OCO3)c1	i
CC(C)(CNS(=O)(=O)c1cccs1)N1CCOCC1	i
NC(=O)c1c(NC(=O)c2ccno2)sc2c1CCCC2	i
COc1ccc(N2CCN(Cn3nc4sc5ccccc5n4c3=S)CC2)cc1	i
C=CCNC(=O)NC(=O)C12CC3CC(CC(C3)C1)C2	i
O=C(O)CCN1C(=O)C2C3C=CC(C3)C2C1=O (stereo not given)	i
CN1CCCC(OC(=O)C23CC4CC(CC(Cl)(C4)C2)C3)C1 (stereo not given)	i
BrC(=C\c1ccccc1)/C=N/N1CCN(Cc2ccccc2)CC1	i
NC1=NC(c2c[nH]c3ccccc23)n2c(nc3ccccc32)N1 (stereo not given)	i
COC(=O)N/N=C/C1CCCCC1	i
O=C1OC(c2ccc(F)c(F)c2)=N/C1=C\c1cccnc1	i
Cc1nc(NS(=O)(=O)c2cccs2)c2c3c(sc2n1)CCC3	i
CC(=O)Nc1sc2c(c1C(=O)OC(C)C(=O)NC1CCCCC1)CCCC2 (stereo not given)	i
Clc1ccc(-c2nnc(SCc3nnc(-c4ccco4)o3)o2)cc1	i
O=C1CC2(CCCCC2)C(=O)N1Cc1cc(=O)n2ccsc2n1	i
CCCCCCCCCCCCSCCS(=O)(=O)OCC(F)(F)F	i
CCN1/C(=C/c2ccc3cc(C)ccc3[n+]2CC)Sc2ccccc21	i
COc1cc(COc2ccc(-c3nnco3)cc2)ccc1OC(F)F	i
Cc1cc(C)nc(NNS(=O)(=O)c2c(F)cc(F)cc2Br)n1	i
COC(=O)CCCNC(=O)C12CC3CC(CC(C3)C1)C2	i
CCOC(=O)C1=C(COC(=O)c2ccco2)NC(=O)NC1CC (stereo not given)	i
CCCNC(=O)Nc1cc(C)on1	i
Cc1nn(C)c(C)c1/C=C/C(=O)O	i
O=S(=O)(Nc1nc2ccccc2nc1Nc1ccc2cn[nH]c2c1)c1ccc2ccccc2c1	i
Fc1ccc(/C=N/Nc2ncc(C(F)(F)F)cc2Cl)c(F)c1	i
FC(F)Oc1ccc(-c2cn3cc(Cl)ccc3n2)c(OC(F)F)c1	i
Clc1ccc(/C=N/NC2=Nc3cccc4cccc2c34)cc1	i
NC(=O)c1ccsc1NC(=O)COC(=O)c1ccc([N+](=O)[O-])s1	i
CCOC(=O)c1[nH]c(C)c(C(=O)OCC(=O)C(C)(C)C)c1C	i
Clc1ccc(C2=NN3C(C2)c2ccccc2OC3c2ccccc2)cc1 (stereo not given)	i
S=c1oc2ccccc2n1CN1CCN(C/C=C/c2ccccc2)CC1	i
CC(C)(C)C1CCC(C(=O)OCC(=O)NC23CC4CC(CC(C4)C2)C3)CC1 (stereo not given)	i
Brc1ccc(/C=C2\Cc3cccc4cccc2c34)cc1	i
CN=c1scc(C)n1/N=C/c1cc(Br)c(O)c(Br)c1	i
NC1=NC(c2ccccc2Br)n2c(nc3ccccc32)N1 (stereo not given)	i
O=C1CCCN1c1cc([N+](=O)[O-])c(O)c([N+](=O)[O-])c1	i
